# Hck-Nef inh – inhibitors of human Hck kinase activated by Nef | P08631 | Recombinant Hck-YEEI plus Nef, Z-Lyte FRET kinase assay | inhibition, % at 20 µM | 220,000 tested, 0.68% active;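 active = Hck-Nef kinase inhibition above about 50%, limit read from the data; inactive = inhibition below that limit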;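 note: 0% = DMSO with Hck plus Nef and 100% = Hck alone without Nef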
# Target sequence (P08631 whole entry, looked up): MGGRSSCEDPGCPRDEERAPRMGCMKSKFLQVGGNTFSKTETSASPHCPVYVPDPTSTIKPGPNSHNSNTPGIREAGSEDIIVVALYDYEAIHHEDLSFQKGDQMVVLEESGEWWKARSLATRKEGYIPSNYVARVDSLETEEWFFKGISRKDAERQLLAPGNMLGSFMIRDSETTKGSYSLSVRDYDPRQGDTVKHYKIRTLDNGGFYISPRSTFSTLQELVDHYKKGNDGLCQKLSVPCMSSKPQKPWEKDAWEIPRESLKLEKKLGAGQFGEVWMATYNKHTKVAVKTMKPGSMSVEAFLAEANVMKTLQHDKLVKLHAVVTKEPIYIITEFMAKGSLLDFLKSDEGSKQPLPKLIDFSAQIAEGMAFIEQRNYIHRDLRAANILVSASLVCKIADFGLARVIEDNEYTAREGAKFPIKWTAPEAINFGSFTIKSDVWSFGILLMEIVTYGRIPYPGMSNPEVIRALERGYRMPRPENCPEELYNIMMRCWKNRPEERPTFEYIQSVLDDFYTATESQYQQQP
# TNF death inh – TNF-alpha cell death inhibition in Jurkat FADD-/- cells. Jurkat FADD-/- TNF necroptosis rescue, ATP luminescence, 24 h; 0 = TNF only, 100 = no-TNF cells. activation (protection from cell death), % at 10 µM. 220,000 tested, 0.068% active. AID 463075;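 active = activation, meaning protection from cell death, of at least 50% relative to plate controls; inactive = activation below 50%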;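 note: necroptosis triggered by 40 ng/mL TNF-alpha added together with compound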
# Cl transport mod – modulators of human KCC2 chloride dependent transport; 190,000 tested, 2.2% active; KCC2 cells, thallium flux FluoZin-2 fluorescence; AID 1456; B-score of Tl+ flux slope (higher = more flux/activation; lower = inhibition) at 10 µM; Q9H2X9;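 active = thallium flux slope and its plate-corrected score both differing from the plate sample mean at a set confidence after two filtering rounds, in either direction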;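 note: slope of fluorescence scaled to starting intensity during 10 to 20 s after thallium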
# FXIa inh 1536 – inhibitors of human coagulation factor XIa | P03951 | purified FXIa, Boc-Glu-Ala-Arg-AMC fluorogenic substrate | inhibition, % at 5 µM | 220,000 tested, 0.14% active;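 active = inhibition of at least 40%; inactive = inhibition below 40%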;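 note: fluorescence of freed AMC excited at 355 nm; 0% = enzyme without compound and 100% = no enzyme blank; many of its hits are not listed in these tables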
# Rad51 HR inh – Rad51 (human) homologous recombination inhibition. AID 1385. hRad51 DNA strand exchange, fluorescence dequenching. Q06609. inhibition, % at 10 µM. 200,000 tested, 0.085% active;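 active = inhibition above 40% at the single screening dose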;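 note: 0% = DMSO control wells and 100% = blanks with heterologous ssDNA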
# Target sequence (Q06609 whole entry, looked up): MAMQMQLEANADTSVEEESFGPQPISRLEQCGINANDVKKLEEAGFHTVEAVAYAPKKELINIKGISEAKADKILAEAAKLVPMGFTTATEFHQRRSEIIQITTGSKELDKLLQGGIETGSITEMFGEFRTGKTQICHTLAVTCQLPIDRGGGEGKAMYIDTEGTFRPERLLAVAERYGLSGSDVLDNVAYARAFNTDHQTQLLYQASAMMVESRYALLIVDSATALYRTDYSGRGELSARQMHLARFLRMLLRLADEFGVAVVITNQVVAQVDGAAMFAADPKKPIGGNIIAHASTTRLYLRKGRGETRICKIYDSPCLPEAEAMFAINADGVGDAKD
#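 System: hRad51 filaments on single-stranded DNA; reagent: Fluorescein- and BHQ1-tagged 47-mer duplex; compound dosing: one concentration, 10 µM final; timing: filaments 15 min 37 °C, then compound 30 min; measured by: fluorescein emission 520 nm, excitation 485 nm; benchmarks: per-plate controls and blanks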
# L929 necroptosis – L929 zVAD cell death inhibition; L929 zVAD necroptosis rescue, ATP luminescence, 24 h; with zVAD 60 µM; 220,000 tested, 0.38% active; viability rescue, % at 10 µM;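 active = activation, scaled between plate controls, above about 75%, limit read from the data; inactive = activation under that limit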;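 note: 0% = zVAD with DMSO and 100% = DMSO alone without zVAD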
# thrombin 1536 – blocks human thrombin protease activity; alpha-thrombin, Boc-VPR-AMC fluorogenic substrate cleavage; inhibition, % at 5 µM; 220,000 tested, 0.26% active; AID 1046;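 active = inhibition at or above 40%; inactive = inhibition below 40%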;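 note: 0% = enzyme with no compound and 100% = wells without enzyme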
#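 Test system: human alpha-thrombin; medium: pH 7.5 Tris-saline with Tween 20; times: reaction at room temperature; signal: AMC fluorescence at 355 nm excitation and 460 nm emission; also added: Boc-VPR-AMC substrate, 15 µM final; dosing: one concentration per compound, 5 µM, with 0.2% DMSO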
# hK5 inh – kallikrein 5 (human) inhibition; Q9Y337; recombinant hK5, fluorogenic AMC substrate cleavage; inhibition, % at 5 µM; 210,000 tested, 0.59% active;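 active = inhibition of 40% or more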;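 note: 0% = enzyme controls without compound and 100% = no-enzyme blanks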
# Target sequence (Q9Y337 67-293 limits assumed): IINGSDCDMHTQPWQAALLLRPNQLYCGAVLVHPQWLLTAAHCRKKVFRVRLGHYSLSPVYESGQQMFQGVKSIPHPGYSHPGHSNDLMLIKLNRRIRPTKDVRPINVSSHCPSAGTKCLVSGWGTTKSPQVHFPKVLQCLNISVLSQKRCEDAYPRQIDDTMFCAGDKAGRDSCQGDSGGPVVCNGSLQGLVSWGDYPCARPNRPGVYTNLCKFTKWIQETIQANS
# FXIIa inh 1536 – factor XIIa (human) inhibition; purified FXIIa, Boc-QGR-AMC fluorogenic substrate, 2 h; AID 800; inhibition, % at 5 µM; 220,000 tested, 0.3% active; P00748; in the data active = inhibition above about 40%;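 note: 0% = enzyme with no compound and 100% = blank without enzyme; many of its hits are not listed in these tables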
# Active calls of the source: *; nt = not tested or not shown. A portion of the library; the hit share may differ from the screen's.
# The line under a structure holds: Hck-Nef inh	TNF death inh	Cl transport mod	FXIa inh 1536	Rad51 HR inh	L929 necroptosis	thrombin 1536	hK5 inh	FXIIa inh 1536
N#Cc1sc2nc(-c3cccs3)cc(-c3ccccc3)c2c1N
    -2	-9.7	1.1	-2	5	0.9	-5	-12	-5
Cc1nnc(NC(=O)C2CCN(S(=O)(=O)c3ccc(Cl)cc3)CC2)s1
    6	0.4	-0.016	-3	-45	-2.7	-12	3	4
Cc1ccc(C(=O)Nc2nc(=O)n(C(=O)c3ccccc3C)s2)cc1
    -1	-2.7	-5.1	-3	16	-0.2	-6	-13	7
NC(=O)CNc1ncc(C(F)(F)F)cc1Cl
    16	0.2	1.4	1	-2	-0.7	-2	-7	7
CCOC(=O)c1sc(NC(=O)CSc2nnc(-c3ccco3)n2CC)c(C(=O)OCC)c1C
    -1	-1.3	-0.65	-6	-6	-1.3	-1	-3	-5
COc1cc(C2C(C(=O)c3ccc(C)o3)=C(O)C(=O)N2CCc2ccccc2)ccc1O (stereo not drawn)
    1	-4.5	0.22	-2	0	-0.2	2	-2	4
Cc1noc(C)c1S(=O)(=O)N(CC(=O)NCc1ccc2c(c1)OCO2)c1ccc(C(C)C)cc1
    0	-1.1	-3.6	6	-5	-0.1	0	1	14
O=S(=O)(NCC1CCCO1)c1cnc(Cl)c(Br)c1 (stereo not drawn)
    0	0.1	-0.9	13	20	nt	4	4	22
COc1ccc(-c2cn3cccnc3n2)cc1NC(=O)c1cc(OC)c(OC)c(OC)c1
    22	-1.0	-2.1	0	-11	1.0	-11	-1	3
Cc1[nH]c2ccc(OCc3ccccc3)cc2c1CCN1C(=O)OC(C)(C)C1(C)O (stereo not drawn)
    2	-0.3	-0.053	-8	0	-0.5	-9	-24	-2
COc1cccc(CNC(=O)C2CCN(S(=O)(=O)c3ccccc3)CC2)c1
    1	0.2	nt	2	1	0.7	1	-9	18
Cc1ccc(NC(=O)C2(c3cccs3)CCOCC2)cc1C
    4	1.5	-0.029	10	nt	1.1	-1	-16	10
Cc1ccccc1Nc1cc(C)c2c(O)cccc2n1
    -2	-0.5	0.26	-3	nt	nt	-3	-9	-4
COC(=O)Cn1nc(-c2ccc(C)c(S(=O)(=O)N(C)C)c2)c2ccccc2c1=O
    0	-1.0	nt	-6	10	-0.6	-12	-10	6
CCOc1ccccc1C(=O)NC1CC2CCCC(C1)N2C1CC1 (stereo not drawn)
    -1	-4.3	-0.48	-8	-12	-0.2	-4	4	5

# As a working copy, part of the list above:
# The line under a structure holds: Hck-Nef inh	TNF death inh	Cl transport mod	FXIa inh 1536	Rad51 HR inh	L929 necroptosis	thrombin 1536	hK5 inh	FXIIa inh 1536
CCOC(=O)c1sc(NC(=O)CSc2nnc(-c3ccco3)n2CC)c(C(=O)OCC)c1C
    -1	-1.3	-0.65	-6	-6	-1.3	-1	-3	-5
COc1cc(C2C(C(=O)c3ccc(C)o3)=C(O)C(=O)N2CCc2ccccc2)ccc1O (stereo not drawn)
    1	-4.5	0.22	-2	0	-0.2	2	-2	4
Cc1noc(C)c1S(=O)(=O)N(CC(=O)NCc1ccc2c(c1)OCO2)c1ccc(C(C)C)cc1
    0	-1.1	-3.6	6	-5	-0.1	0	1	14

# The listing continues:
# The line under a structure holds: Hck-Nef inh	TNF death inh	Cl transport mod	FXIa inh 1536	Rad51 HR inh	L929 necroptosis	thrombin 1536	hK5 inh	FXIIa inh 1536
CCCCOC(=O)C1C2C=CC3(CN(CCc4ccccc4)C(=O)C13)O2 (stereo not drawn)
    20	-0.4	-0.34	1	-10	-0.4	-1	-1	15
COC(=O)c1cc(OC)c(OCc2cc(C(=O)OC)oc2C)c(OC)c1
    1	-2.3	0.58	2	3	0.0	-7	2	6
[N-]=[N+]=CC(=O)C(c1ccccc1)(c1ccccc1)c1ccccc1
    15	0.0	0.64	4	17	-0.1	0	3	6
COc1ccccc1CC(NC(C)=O)C(=O)NC1CCN(C(=O)Nc2ccccc2Cl)CC1 (stereo not drawn)
    12	-0.1	0.038	-4	-2	37	-4	-1	10
CCCOC1CCCN(Cc2cn(C)nc2-c2ccccc2F)C1 (stereo not drawn)
    16	0.8	0.045	-4	-13	-1.0	-16	-3	6
Cc1ccc(C(=O)N/C(=C/c2ccco2)C(=O)NC2CCS(=O)(=O)C2)cc1 (stereo not drawn)
    -31	0.3	-0.37	-2	9	0.7	5	1	7
Cc1ccc2nc(C3CCN(C(=O)NCc4ccccc4)CC3)[nH]c2c1
    0	-0.5	0.055	-3	1	1.1	1	-2	16
COC(=O)[C@H](Cc1ccccc1)NC(=O)NCCc1ccc(F)cc1
    6	3.0	-2.2	-2	8	1.6	-7	-1	0
Cc1ccc2nc3c(cc(C(=O)NCc4ccco4)c(=N)n3Cc3ccco3)c(=O)n2c1
    6	-6.3	nt	0	10	-0.6	7	9	9
N#Cc1cnc2c(-c3ccccc3)c(-c3ccccc3)nn2c1N
    4	-4.8	-0.59	-5	16	0.9	2	-20	-7
Cc1cc(C)c2c(CN3CCN(Cc4ccc5c(c4)OCO5)CC3)cc(=O)oc2c1C
    1	0.9	nt	-3	10	-0.2	1	4	-9
Oc1c(Cl)cc(Cl)cc1CNc1ccc(Br)cn1
    -2	0.9	nt	-5	-5	-0.4	-6	-11	0
Cc1ccnc(N2C(=O)c3ccccc3C2O)c1 (stereo not drawn)
    1	-3.6	-0.83	2	0	1.6	0	0	9
COc1cc(CC(=O)NCc2cccs2)cc(OC)c1OC
    -1	-0.2	-0.098	-27	-3	0.1	-7	3	-4
Cc1ccccc1-c1nc2ccccc2c(=O)n1/N=C/c1ccccc1[N+](=O)[O-]
    0	-7.0	nt	-6	-7	-0.5	-5	-2	-2
COCCNC(=O)/C(C#N)=C/c1c(F)cccc1Cl
    -13	3.6	0.22	-6	4	2.2	-7	-5	-3
CCOC(=O)c1c(C)[nH]c(C)c1C(=O)COC(=O)c1ccc(S(=O)(=O)N(CC)CC)cc1
    2	-0.9	-0.22	2	2	0.0	-2	-3	12
Cc1cc(C)nc(SCc2cc(=O)c(OC(=O)c3ccc(S(=O)(=O)N(C)C)cc3)co2)n1
    1	-1.2	-0.75	-1	4	-0.2	-16	-11	10
Cc1cc2c(c(Sc3ccccc3)n1)C(=O)OC2
    -4	-1.6	-0.59	-1	2	5.2	6	4	9
O=C1N/C(=N\N=C\c2ccccn2)SC1Cc1cccc(SC(F)F)c1 (stereo not drawn)
    2	-15	nt	10	-4	82*	6	-20	8
O=C(CN1CCOCC1)N1CCN(c2nnc(-c3ccccc3)c3ccccc23)CC1
    0	-1.2	-0.98	-3	4	0.2	-2	-4	8
CCCC[n+]1ccn(-c2nc3ccccc3nc2[N-]S(=O)(=O)c2ccc(Cl)cc2)c1
    13	0.0	1	-3	15	0.8	-5	-3	0
CC(C)(C)c1ccc(OCc2ccc(C(=O)N/N=C/c3ccc(O)c(O)c3)cc2)cc1
    2	-9.1	-0.035	2	-1	1.9	1	6	nt
O=C(O)CN(c1cccc(C(F)(F)F)c1)S(=O)(=O)c1ccccc1
    18	-0.1	nt	-3	-8	11	-7	0	6
CN1C(=O)CC(N2CCN(C(c3ccccc3)c3ccccc3)CC2)C1=O (stereo not drawn)
    -1	-1.1	3	0	-4	0.1	2	-5	18
COc1cccc(C(=O)COC(=O)c2ccc(NC(C)=O)cc2)c1
    4	0.2	-0.0021	5	-3	0.4	-13	-16	7
COc1cccc(OCC(=O)N(Cc2nc(-c3ccc(Cl)cc3)no2)C(C)C)c1
    0	0.1	-0.41	4	-1	-0.8	-3	1	13
COc1ccc(Cc2nc(-c3cccnc3)no2)cc1OC
    -11	0.5	-1.6	11	21	-0.1	2	-4	11
COc1ccc(CCN=CC2=C(O)CCCC2=O)cc1OC
    3	-2.4	0.31	-2	7	0.0	0	-16	8
Cc1ccccc1OCC(=O)NCCN1CCCC1
    0	0.5	0.46	3	-5	-0.3	2	-7	19
CC(C)n1nnnc1-c1cccc(Cl)c1
    2	-1.9	0.98	-6	-4	-0.4	-12	-5	-17
O=C(Nc1cccc(NC(=O)C2C3CC4OC(=O)C2C4C3)c1)c1ccccc1 (stereo not drawn)
    11	1.2	-0.55	-4	-4	5.2	-7	-11	3
Cc1cccc(Oc2nc(-c3ccccc3)cc(C)c2S(C)(=O)=O)c1C
    -20	1.3	-0.56	0	-3	-1.2	-1	-7	8
COc1cc2nc(C3CCC3)n(NC(=O)c3ccco3)c(=O)c2cc1OC
    23	1.3	-0.56	-2	5	13	-2	1	9
CCNc1nc(NCC)nc(Oc2ccc(N)cc2)n1
    -1	-0.4	nt	9	1	78*	0	-22	12
O=C(NCCc1c[nH]c2ccccc12)C(=O)NCC1OCCCN1S(=O)(=O)c1ccccc1 (stereo not drawn)
    2	-2.2	-0.27	-44	0	1.2	5	-7	11
CC1=C(C(=O)Nc2ccccc2)C(c2ccc(C)cc2)N=C(Nc2nc3ccccc3o2)N1 (stereo not drawn)
    11	0.4	-0.16	-10	-7	0.8	-2	3	-15
CCCNS(=O)(=O)c1ccc(CCC(=O)N2CCN(c3ccc(F)cc3)CC2)cc1
    1	1.8	-1.8	2	-10	0.7	-1	-15	11
CCCn1c(SCC(=O)NCc2ccc(C)cc2)n[nH]c1=O
    22	1.4	0.92	-3	-13	0.1	2	-6	5
CCOC(=O)C1(CCc2ccccc2)CCN(C(=O)CCc2cnn(C)c2)CC1
    3	-0.2	-0.37	-1	4	-0.8	-3	nt	7
CCC(=O)N1CCc2cc(Br)cc(S(=O)(=O)N3CCCCCC3)c21
    -3	-1.2	nt	3	-7	-1.4	0	-18	4
CCOc1cc(/C=C2\SC(=O)N=C2N)ccc1O
    6	-0.5	-0.41	9	-19	1.1	-1	-14	13
CCN1/C(=C/c2cc[n+](C)cc2)C=Cc2cc(C)ccc21
    4	-3.1	-0.23	4	1	0.3	-10	-14	10
CC(=O)NS(=O)(=O)c1ccc(NC(=S)NC(=O)C(C)(C)C)cc1
    0	-1.8	0.43	3	3	0.8	2	0	14
COc1ccc(NC(=O)O/N=C/c2ccncc2)cc1
    0	-0.6	1.6	-3	2	3.8	1	-24	1
COc1ccc(S(=O)(=O)N2CCCCC2)cc1NC(=O)CSc1nccn1C
    22	1.8	-0.46	-1	10	2.8	1	2	6
CCCOC(=O)COC(=O)c1ccccc1NC(=O)c1ccccc1
    4	2.9	-1.2	10	3	1.2	1	-6	6
COc1cc2c(C#N)c(N3CCN(C)CC3)nc(N)c2c(N)n1
    1	2.8	0.28	0	8	44	2	-29	6
c1ccc(-c2nn[nH]n2)nc1
    7	3.6	0.37	2	2	0.0	0	4	6
C/C(=N/NC(=O)c1cc(-c2cccc([N+](=O)[O-])c2)n[nH]1)c1ccc(Cl)cc1
    0	1.0	-0.29	7	0	-0.7	-9	-8	13
Cn1cccc1CC(=O)NNC(=S)Nc1ccc(F)cc1
    5	1.2	1.4	-1	-19	0.4	-8	-84	11
COc1ccccc1CNC(=O)C1=C(C)C(=O)OC12CCC(C)CC2 (stereo not drawn)
    -1	-0.7	nt	-9	5	0.3	-4	-4	2
COc1cc(OC)cc(C(=O)NCc2ccc3[nH]c(C)cc3c2)c1
    26	0.9	-1.2	7	1	0.0	nt	0	12
CCc1ccccc1NC(=O)c1ccc(NS(C)(=O)=O)cc1
    2	-0.4	1.1	-2	-6	5.1	-1	-2	10
